# Shn3 3UTR inh: Schnurri-3 reporter inhibition in Clone20 osteoblasts | Clone20 osteoblast Shn3 3'UTR firefly luciferase, 24 h | inhibition, % at 12.5 µM | 360,000 tested, 0.52% active;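 active = mean inhibition of at least 75% with every replicate also reaching 75%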;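 note: 0% = median of neutral control wells and 100% = pilot-screen positive control compound; some compounds past the cut are filed as inactive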
# MITF TRPM1 inh: reduces MITF-dependent TRPM1 promoter luciferase signal | SK-MEL-5 TRPM1 promoter luciferase, 24 h | inhibition, % at 12.5 µM | 330,000 tested, 0.83% active;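 active = mean inhibition across replicates of 60% or more, whatever share of single replicates reaches that level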; note: values of inactives mirror those of a sister screen read the other way
# PDI inh: inhibitors of human protein disulfide isomerase; P07237; PDI insulin aggregation turbidity, A650, 90 min; inhibition, % at 10 µM; 350,000 tested, 0.052% active; AID 588391;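 active = mean inhibition across replicates of 30% or more, whatever share of single replicates reach that level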;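 note: absorbance from insulin aggregation driven by PDI reduction with DTT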
# hiPSC survival: enhancers of human iPSC single-cell survival; hiPSC single-cell survival, ATPlite luminescence; 100% = ROCK inhibitor wells, 0% = DMSO; survival enhancement, % at 20 µM; 360,000 tested, 0.044% active; in the data active = survival enhancement above about 18%;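 note: cells exposed to compounds for 16 hours before the ATP read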
# NR2E3 ag-1: activates human NR2E3 receptor. Q9Y5X4. CHO-S Gal4-NCOR/VP16-NR2E3 two-hybrid, luciferase. inhibition of corepressor binding, % at 3.98 µM. 360,000 tested, 0.35% active. AID 602229;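 active = inhibition above the mean of all tested compounds plus 3 SD, cut at about 70% in these data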;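 note: 0% = DMSO with NR2E3 transfected cells and 100% = cells lacking NR2E3 construct; higher means lower luciferase signal from less NR2E3 corepressor binding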
# Target sequence (Q9Y5X4 whole entry, looked up, the tested form may be a part): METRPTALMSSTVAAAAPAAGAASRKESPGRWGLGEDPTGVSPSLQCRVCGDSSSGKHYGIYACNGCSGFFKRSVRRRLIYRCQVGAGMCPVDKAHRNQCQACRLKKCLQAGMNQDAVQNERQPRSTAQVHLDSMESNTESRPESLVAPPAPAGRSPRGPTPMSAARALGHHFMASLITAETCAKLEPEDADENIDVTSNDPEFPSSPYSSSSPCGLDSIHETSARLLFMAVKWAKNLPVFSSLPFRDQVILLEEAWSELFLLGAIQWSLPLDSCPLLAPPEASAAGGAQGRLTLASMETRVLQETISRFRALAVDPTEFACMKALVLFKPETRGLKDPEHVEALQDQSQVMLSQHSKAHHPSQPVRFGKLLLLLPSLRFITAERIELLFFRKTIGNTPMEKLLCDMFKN
# Peg3 prom inh: inhibitors of Peg3 promoter. AID 588405. inhibition, % at 20 µM. HeLa PEG-Prom luciferase reporter, luminescence, overnight. 360,000 tested, 1.7% active;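 active = inhibition of at least 50% at 20 µM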
# HTR2A ag: agonists of mouse serotonin 5-HT2A receptor (HTR2A). activation, % at 7.6 µM. AID 624169. CHO-K1 mHTR2A beta-arrestin complementation, luminescence; percent of 30 µM serotonin response. 360,000 tested, 0.66% active. P35363;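 active = activation above a run cutoff, the mean activation of all tested compounds plus 3 SD, cut at about 14% in these data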;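 note: 0% = plate median of compound wells and 100% = 30 µM serotonin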
# Target sequence (P35363 whole entry, looked up): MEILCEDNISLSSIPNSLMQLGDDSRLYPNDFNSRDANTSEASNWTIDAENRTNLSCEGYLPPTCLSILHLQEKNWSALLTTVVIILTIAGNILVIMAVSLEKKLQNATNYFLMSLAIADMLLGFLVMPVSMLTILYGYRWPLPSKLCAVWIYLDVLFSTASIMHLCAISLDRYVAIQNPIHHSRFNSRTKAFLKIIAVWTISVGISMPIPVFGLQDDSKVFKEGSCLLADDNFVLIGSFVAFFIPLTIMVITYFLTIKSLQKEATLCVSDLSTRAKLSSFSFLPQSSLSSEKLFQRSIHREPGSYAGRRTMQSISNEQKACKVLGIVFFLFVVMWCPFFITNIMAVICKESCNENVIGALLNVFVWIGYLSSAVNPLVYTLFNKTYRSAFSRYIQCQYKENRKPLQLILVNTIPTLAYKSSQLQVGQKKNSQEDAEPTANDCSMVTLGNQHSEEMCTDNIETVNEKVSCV
# NR2E3 ag-2: NR2E3 (human) agonism; GST-NR2E3/biotin-RetCOR TR-FRET, 1536-well; inhibition of corepressor binding, % at 4.78 µM; 320,000 tested, 0.12% active; AID 2300;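 active = percent inhibition above the cutoff of mean plus 3 SD of all tested compounds, set per screening campaign, cut at about 20% in these data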;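 note: 0% = DMSO wells and 100% = biotin wells as full block of FRET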
#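 Format: 1536-well format; test system: GST-NR2E3 and biotin-RetCOR proteins; read-out basis: percent inhibition of TR-FRET ratio; timing: 5 h incubation at 4 °C; detection: time-resolved FRET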
# H9c2 protect: protects H9c2 cardiomyocytes from peroxide injury; protection from H2O2 cell death, % at 20 µM; 360,000 tested, 0.63% active; H2O2 injury protection, ATPLite, 2 h;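 active = compounds giving at least 50% protection of heart cells from peroxide-induced death in the single-dose screen, raw or plate-pattern-corrected value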;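 note: 0% = DMSO wells with peroxide and 100% = DMSO wells without peroxide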
# CaV13 FRET inh: Disruptors of the CACNA1D IQ motif to Ca2+-dependent inactivation inhibitor domain association, primary screening, Förster resonance energy transfer in intact living …; AID 743397; 340,000 tested, 0.098% active; inhibition, % at 12.3 µM; HEK cells, CFP/YFP FRET ICDI-IQ, plate reader, 10 min; percent FRET-ratio fall versus neutral wells;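 active = mean replicate inhibition of at least 30% and at least 1% of replicates passing that level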;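 note: 0% = median of the neutral control wells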
# HIF-2a inh: blocks HIF-2a reporter activity; 786-0 RCC cells HIF-2a reporter, luciferase luminescence, overnight; inhibition, % at 18.8 µM; 360,000 tested, 0.72% active; AID 624352;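 active = inhibition of the luminescence signal of 40% or more relative to plate controls, in a single-dose primary screen at 18.75 µM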
# Active calls of the source: *; nt = not tested or not shown.
[1] CCOC(=O)N1CCN(C(=O)COc2ccc(Cl)c(C)c2)CC1
[2] Cc1ccccc1Cn1nc(C)c(NC(=O)C(F)(F)F)c1C
[3] CC(OC(=O)c1ccc(NS(=O)(=O)c2ccc3[nH]c(=O)[nH]c3c2)cc1)C(=O)Nc1cccc(Cl)c1Cl (stereo unspecified)
[4] Cc1nn(CC(=O)N2CCCc3ccccc32)c(C)c1[N+](=O)[O-]
[5] CCOC(=O)c1ccc(/C=C2/C=C(c3ccccc3)N(c3ccc(Cl)c(C(=O)O)c3)C2=O)cc1
[6] Cc1ccc(S(=O)(=O)N(CCCc2c(C)nc[nH]c2=O)c2ccccc2)cc1
[7] O=C(COc1cccnc1[N+](=O)[O-])Nc1ccccc1Sc1ccccc1
[8] N#Cc1ccc(C(=O)OCCCc2cc3ccccc3c(=O)o2)cc1
[9] COCCN(CC(=O)Nc1ccc(F)cc1)S(=O)(=O)c1ccc(S(=O)(=O)N2CCCC2)cc1
[10] Cc1cc(C)c2c(N)c(C(=O)Nc3ncc(C)s3)sc2n1

Compound,1,2,3,4,5,6,7,8,9,10
Shn3 3UTR inh,33,-3,-12,-7,6,10,12,-7,18,76
MITF TRPM1 inh,-9,11,4,-7,-40,3,6,12,2,88*
PDI inh,1,3,-4,-6,7,-6,-1,-4,3,-8
hiPSC survival,0.3,-0.6,0.2,-0.5,-2.2,-1.1,-1.2,-0.8,-1.7,-6.6
NR2E3 ag-1,-11,-6,-6,-2,2,-42,12,-33,-26,43
Peg3 prom inh,-1,6,10,11,2,14,5,-19,-1,101*
HTR2A ag,0,-1,-3,4,2,1,1,7,5,0
NR2E3 ag-2,1,-3,3,1,-2,nt,-1,3,0,1
H9c2 protect,-1,9,-7,8,7,2,-4,-18,-6,-32
CaV13 FRET inh,-7,-2,-5,4,-7,-6,-4,-11,-2,3
HIF-2a inh,-29,18,23,-12,6,18,15,2,9,87*

# Of the compounds above, these contain an NH in an aromatic ring.
[3] CC(OC(=O)c1ccc(NS(=O)(=O)c2ccc3[nH]c(=O)[nH]c3c2)cc1)C(=O)Nc1cccc(Cl)c1Cl (stereo unspecified)
[6] Cc1ccc(S(=O)(=O)N(CCCc2c(C)nc[nH]c2=O)c2ccccc2)cc1

Compound,3,6
Shn3 3UTR inh,-12,10
MITF TRPM1 inh,4,3
PDI inh,-4,-6
hiPSC survival,0.2,-1.1
NR2E3 ag-1,-6,-42
Peg3 prom inh,10,14
HTR2A ag,-3,1
NR2E3 ag-2,3,nt
H9c2 protect,-7,2
CaV13 FRET inh,-5,-6
HIF-2a inh,23,18

# Taken from above.
# COCCN(CC(=O)Nc1ccc(F)cc1)S(=O)(=O)c1ccc(S(=O)(=O)N2CCCC2)cc1 in CaV13 FRET inh reads -2
# N#Cc1ccc(C(=O)OCCCc2cc3ccccc3c(=O)o2)cc1 in hiPSC survival reads -0.8
# Cc1ccc(S(=O)(=O)N(CCCc2c(C)nc[nH]c2=O)c2ccccc2)cc1 in H9c2 protect reads 2
# Cc1nn(CC(=O)N2CCCc3ccccc32)c(C)c1[N+](=O)[O-] in hiPSC survival reads -0.5
# CCOC(=O)c1ccc(/C=C2/C=C(c3ccccc3)N(c3ccc(Cl)c(C(=O)O)c3)C2=O)cc1 in HTR2A ag reads 2
# CCOC(=O)N1CCN(C(=O)COc2ccc(Cl)c(C)c2)CC1 in H9c2 protect reads -1

# Following part:
[11] C/C(CC(=O)Nc1ccc2c(c1)OCCO2)=N\NC(=O)C(=O)Nc1ccccc1C
[12] Cc1ccc(C(=O)OCC(=O)N2C(C)CCCC2C)cc1S(=O)(=O)N1CCOCC1 (stereo unspecified)
[13] CCc1ccc(Cc2cnc(NC(=O)C3=NCCN3)s2)cc1
[14] Cc1ccccc1CSCC(=O)c1c(N)n(CC(C)C)c(=O)n(C)c1=O
[15] COc1cccc2c(=O)n(CC(=O)N3CCCCC3)ccc12
[16] CC1=C(C(=O)N2CCOCC2)CC(CC(=O)NCCc2ccccn2)C(=O)N1CCCN1CCCC1=O (stereo unspecified)
[17] COc1ccccc1NS(=O)(=O)c1cc(NC(=O)c2ccc(Cl)nc2)ccc1N1CCCC1
[18] COc1ccc(/C=C2\SC(=N)N(c3nccs3)C2=O)cc1OC
[19] COc1ccc(N=Nc2nc3ccc(Br)cc3n2C)cc1
[20] Cc1onc(-c2ccccc2)c1C(=O)OCC(=O)N(CC(C)C)c1c(N)n(Cc2ccccc2)c(=O)[nH]c1=O

Compound,11,12,13,14,15,16,17,18,19,20
Shn3 3UTR inh,6,-5,-1,47,6,nt,28,9,-53,0
MITF TRPM1 inh,-7,-4,2,21,nt,nt,13,-2,-71,-5
PDI inh,-5,-2,9,-10,nt,nt,-1,-7,-5,-1
hiPSC survival,-2.3,1.2,0.0,-1.8,1.4,-3.1,-0.3,-1.5,-3.3,-0.4
NR2E3 ag-1,2,-4,-55,-17,-20,35,13,74*,-97,-8
Peg3 prom inh,-39,-1,-13,4,3,nt,5,-13,-301,1
HTR2A ag,0,-1,-4,1,1,1,-6,-6,0,2
NR2E3 ag-2,-2,3,-3,-2,3,nt,nt,2,0,0
H9c2 protect,6,-1,22,-24,-1,nt,-4,8,-37,14
CaV13 FRET inh,-5,-8,-3,nt,-6,-10,nt,-17,-8,nt
HIF-2a inh,-12,2,-161,9,-1,12,-1,-37,-268,12

[21] CC(C)OC(=O)c1cccc(C(=O)OCc2ccco2)n1
[22] Cc1cc(NN)nc(NS(=O)(=O)c2ccccc2Cl)n1
[23] CCC(=O)c1ccc(OC(=O)Cc2ccc(OC)cc2)cc1
[24] Fc1ccccc1-c1nc(-c2ccc(Br)o2)no1
[25] CSc1ncc(Cl)c(C(=O)Nc2ccc(S(=O)(=O)N3CCOCC3)cc2)n1
[26] O=C(CCn1cnnn1)N1CCCC(Nc2ccc(F)c(F)c2)C1 (stereo unspecified)
[27] O=C(N/N=C/c1ccc2c(c1)OCO2)c1sc2cccc(Cl)c2c1Cl
[28] Cc1ccc(S(=O)(=O)N2CCN(C(=O)CCC(=O)NCCc3ccc(F)cc3)CC2)cc1
[29] CCC(=O)N1CCc2cc(OC)c(OC)cc2C1COc1ccc(F)cc1 (stereo unspecified)
[30] O=C(CCc1nc2ccccc2s1)Nc1ccccc1

Compound,21,22,23,24,25,26,27,28,29,30
Shn3 3UTR inh,16,-31,6,-46,7,10,3,71,7,-2
MITF TRPM1 inh,-9,4,8,-8,-15,-16,10,5,10,-5
PDI inh,-2,-1,6,11,-5,0,8,0,16,3
hiPSC survival,7.3,-1.0,-0.5,-0.4,-0.8,0.0,1.3,2.4,0.2,3.6
NR2E3 ag-1,-9,2,-9,-167,-4,-17,-9,-11,-4,7
Peg3 prom inh,-20,-4,-2,-273,16,4,0,-6,9,-69
HTR2A ag,4,-3,1,8,0,9,1,-2,3,3
NR2E3 ag-2,2,2,6,0,-3,4,3,4,-2,2
H9c2 protect,18,2,4,-16,-5,-5,6,0,-2,6
CaV13 FRET inh,nt,-21,-2,-5,-1,-2,nt,-6,-21,-5
HIF-2a inh,1,17,17,-170,13,22,-46,-8,16,-79

[31] CN(Cc1ccc(Cl)cc1Cl)C(=O)c1cccc(S(=O)(=O)N2CCN(c3ccccc3)CC2)c1
[32] COc1ccc2[nH]c3c(=O)n(CCCCC(=O)N4CCC(C(N)=O)CC4)c(=S)[nH]c3c2c1
[33] Clc1ncnc2[nH]ccc12
[34] COc1ccc([C@H]2CN(CCc3ccccc3)C(=O)[C@@H]2CC(=O)Nc2ccccc2)cc1
[35] O=C(Nc1cccc(-n2cccn2)c1)C1CCCN(Cc2cc3ccccc3[nH]2)C1 (stereo unspecified)
[36] Cn1cnnc1SCC(=O)N1N=C2/C(=C/c3ccco3)CCCC2C1c1ccco1 (stereo unspecified)
[37] CCCS(=O)(=O)NC(=O)C1(C)CCCN(C(=O)c2cc(C)n(C(C)(C)C)n2)C1 (stereo unspecified)
[38] CC(=O)Oc1ccccc1N(C(C)=O)S(=O)(=O)c1ccc(C)cc1
[39] CC(NC(=S)Nc1ccc(S(=O)(=O)N2CCOCC2)cc1)C1CC2CCC1C2 (stereo unspecified)
[40] Cc1cc(=O)oc2c1ccc1ccccc12

Compound,31,32,33,34,35,36,37,38,39,40
Shn3 3UTR inh,83,-21,-8,-47,-4,-13,-7,-3,-1,6
MITF TRPM1 inh,32,1,-12,nt,24,4,nt,-7,-8,-15
PDI inh,5,2,13,5,3,-3,0,16,2,-25
hiPSC survival,-0.6,0.4,-1.8,-3.1,-0.5,1.3,2.9,0.9,-0.5,0.1
NR2E3 ag-1,23,0,-5,-11,-6,-7,-35,-3,-23,-14
Peg3 prom inh,12,7,12,-65,-46,9,-8,3,9,-30
HTR2A ag,0,3,13,-7,-11,-2,8,-4,-6,4
NR2E3 ag-2,4,1,nt,nt,nt,4,nt,-2,-1,3
H9c2 protect,-19,0,8,-5,2,-1,-1,9,-10,-2
CaV13 FRET inh,-7,-3,-11,-4,-3,nt,-5,-4,nt,-4
HIF-2a inh,12,0,17,-93,-31,6,12,-9,21,-19

[41] COc1ccc(S(=O)(=O)N2CCCCCC2)cc1N(C)S(=O)(=O)c1ccccc1
[42] O=c1c(C/C=C/c2ccccc2)c(O)nc2n1CCCS2
[43] COc1cccc(NC(=O)C2CC2)c1
[44] CCOC(=O)COc1cccc2c(=O)n(CC(=O)N3CCN(C(=O)OCC)CC3)ccc12
[45] O=[N+]([O-])c1cc([N+](=O)[O-])c(Oc2ccc(Cl)c3cccnc23)cc1NN1CCCCC1
[46] CCOc1ccccc1C(=O)NC(C(=O)Nc1ccccc1N1CCOCC1)C(C)C (stereo unspecified)
[47] Cc1ccsc1C(=O)N1CCC1(C)C(=O)NS(=O)(=O)c1cccc(F)c1 (stereo unspecified)
[48] CC(=O)Nc1ccc(S(=O)(=O)NCCSCc2ccccc2Cl)cc1
[49] Clc1ccc(-c2nnc(N3CCOCC3)o2)cc1
[50] Cc1cc(C(=O)NCC2CCCO2)sc1C (stereo unspecified)
[51] COc1cc(/C=C2/CCC/C(=C\c3cc(O)c(OC)c(Cl)c3)C2=O)cc(Cl)c1O
[52] c1ccc2sc(-n3cc(C4CCCCC4)nn3)nc2c1

Compound,41,42,43,44,45,46,47,48,49,50,51,52
Shn3 3UTR inh,13,-9,-17,-7,-6,8,-18,73,-34,-36,45,nt
MITF TRPM1 inh,15,7,-15,-12,3,11,nt,9,-28,-14,5,nt
PDI inh,4,1,-3,nt,-10,3,6,0,2,-1,24,nt
hiPSC survival,3.3,0.4,3.5,6.1,-2.3,-2.7,-0.8,-2.4,0.5,-0.3,-1.3,-1.0
NR2E3 ag-1,-8,-6,-9,0,5,-4,-24,71*,-48,16,-1,-145
Peg3 prom inh,4,2,1,-2,6,18,-6,23,-109,-29,3,nt
HTR2A ag,-2,-5,1,2,-1,3,1,-3,2,6,-5,0
NR2E3 ag-2,2,2,-2,0,0,2,nt,4,-1,nt,4,nt
H9c2 protect,-4,9,1,22,-3,8,-2,-13,0,0,6,nt
CaV13 FRET inh,-6,-3,-8,-11,0,-5,-5,-4,-19,-2,-7,-12
HIF-2a inh,21,15,-12,5,16,18,13,13,-96,-32,91*,-197

# Bioassay records (PubChem BioAssay)
